High-throughput results from PubChem.
RXFP1 ag = activates the human relaxin receptor RXFP1 | Q9HBX9 | HEK293T-RXFP1 cAMP TR-FRET, 30 min; response scale: percent of porcine relaxin response, buffer zero | Potency, µM (top dose mostly 57.5 µM), without a hit: at the highest dose activation, most hits filed as activators | hit rate 0.3% among 370,000; further: on the % scale 0 is the no-effect control and ±100 the full control effect; nearly all actives have a fitted effect of over 60% in size; many of its hits are not listed in these tables
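HEK293T cells stably expressing RXFP1 were pretreated with the PDE4 inhibitor Ro 20174, exposed to compounds for 30 min at 37C, lysed, and cAMP was read by TR-FRET. Data normalized to buffer (basal) and 29 nM porcine relaxin (100%).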
RGS4 inh = blocks human RGS4-accelerated GTP hydrolysis; Potency, µM (doses to about 114 µM), for inactives: top-dose activity change, negative = inhibition, actives largely listed as inhibitors; Transcreener GDP fluorescence polarization, RGS4-accelerated GTP hydrolysis; hit rate 0.039% among 390,000; P49798; further: on the % scale 0 is the no-effect control and ±100 the full control effect; nearly all actives have a fitted effect of over 75% in size; some results filed as inactive show a strong effect at the top dose
Target sequence (P49798 whole entry, looked up): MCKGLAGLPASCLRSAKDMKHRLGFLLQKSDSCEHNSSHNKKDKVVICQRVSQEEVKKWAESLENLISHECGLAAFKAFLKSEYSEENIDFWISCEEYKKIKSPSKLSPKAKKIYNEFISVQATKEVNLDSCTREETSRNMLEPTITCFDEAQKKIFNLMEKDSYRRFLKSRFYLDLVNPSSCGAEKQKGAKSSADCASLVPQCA
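MLSMR compounds (23 nl, pin-transferred) preincubated 10 min at room temperature with a 500nM (2x) first reagent, then RGS4 at 900nM (2x) plus Transcreener GDP mix added; fluorescence polarization (620/688 nm) read before and after 90 min at 30 °C.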
Vif-A3G inh = blocks the Vif interaction with human APOBEC3G | Q9HC16 | hit rate 0.076% among 410,000 | AID 602310 | Potency, µM (titrated, usually from 46.1 µM), for the others: at the top dose activity, negative = active, hits mostly inhibitors | HeLa A3G-eYFP + Vif (tagged APOBEC3G with the HIV-1 protein that degrades it), YFP fluorescence, overnight;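 further: on the % scale 0 is the no-effect control and ±100 the full control effect; nearly all actives have a fitted effect of over 60% in size; hits raise eYFP signal because A3G escapes Vif-driven loss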
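HeLa cells stably expressing Vif and C-terminally eYFP-tagged A3G, seeded overnight at 37 deg C, then exposed to compound by pintool overnight at 37 deg C. Rise in yellow fluorescence (Ex 488/Em 500-530, Acumen) marks blocked Vif-driven A3G degradation.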
TrxR1 substrate = rat thioredoxin reductase 1 substrate activity; O89049; purified TrxR1 substrate turnover, NADPH consumption readout; Potency, µM (series often up to 114 µM), without a hit: top-dose activity change, negative = substrate turnover; hit rate 0.01% among 390,000; further: on the % scale 0 is the no-effect control and ±100 the full control effect; nearly all actives have a fitted effect of over 50% in size
Target sequence (O89049 whole entry, looked up): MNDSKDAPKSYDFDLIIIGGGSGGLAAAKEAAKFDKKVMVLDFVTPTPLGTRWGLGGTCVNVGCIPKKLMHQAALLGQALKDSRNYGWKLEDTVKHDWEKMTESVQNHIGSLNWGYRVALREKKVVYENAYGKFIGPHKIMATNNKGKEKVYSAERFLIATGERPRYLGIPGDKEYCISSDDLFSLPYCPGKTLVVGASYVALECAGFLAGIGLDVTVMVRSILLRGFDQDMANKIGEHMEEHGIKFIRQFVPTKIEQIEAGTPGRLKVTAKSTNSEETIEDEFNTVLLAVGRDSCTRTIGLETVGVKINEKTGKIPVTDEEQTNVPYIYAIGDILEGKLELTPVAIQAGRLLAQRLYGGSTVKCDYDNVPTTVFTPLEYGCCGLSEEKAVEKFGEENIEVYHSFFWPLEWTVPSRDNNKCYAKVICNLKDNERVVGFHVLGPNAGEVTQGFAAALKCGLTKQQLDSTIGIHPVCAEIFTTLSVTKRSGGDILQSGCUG
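Rat TrxR1, dispensed at 90 nM, was prereduced with 400 uM NADPH (final) for 5 min at ~22 deg C, then incubated with compound 15 min before 400 uM selenite. A first-read NADPH fluorescence drop versus no-compound background flagged substrates.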
TrxR1 inh = inhibitors of rat thioredoxin reductase 1. recombinant rTrxR1, NADPH fluorescence consumption, selenite substrate. hit rate 1% among 390,000. Potency, µM (titrated, usually from 114 µM), without a hit: at the top dose activity change, negative = inhibition, most hits filed as inhibitors. O89049. AID 588453; further: on the % scale 0 is the no-effect control and ±100 the full control effect; nearly all actives have a fitted effect of over 65% in size
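Rat TrxR1 (90 nM in the dispensed reagent) was pre-reduced with 400 uM NADPH for 5 min at room temperature, then incubated with compound for 15 min. After 400 uM selenite was added, NADPH fluorescence (Ex 340/Em 450 nm) was followed for 8 min.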
USP1 inh = USP1/UAF1 (human) deubiquitinase inhibition; O94782; recombinant USP1/UAF1, Ub-Rhodamine cleavage fluorescence; Potency, µM (doses to about 57.1 µM), for the others: at the highest dose activity change, negative = inhibition, hits mostly inhibitors; hit rate 0.23% among 390,000; further: on the % scale 0 is the no-effect control and ±100 the full control effect; nearly all actives have a fitted effect of over 60% in size; inactives centre near -12
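In this screen, compounds sit with the deubiquitinase complex (1nM) for 15 min at room temperature before Ub-Rho is added at 150nM final. Fluorescence rise is then followed for 6 reads every 60 seconds.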
12-LOX inh = inhibitors of human 12S-lipoxygenase ALOX12 | hit rate 1.1% among 580,000 | AID 1671190 | purified 12hLO, xylenol orange hydroperoxide absorbance | P18054 | Potency, µM (titrated, usually from 108 µM), inactives show at the highest dose activity change, negative = inhibition, hits mostly inhibitors; further: on the % scale 0 is the no-effect control and ±100 the full control effect
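Purified human 12hLO at 150 nM in 25 mM Hepes, 0.01% Triton X-100, pH 7.0, preincubated 15 min at room temperature with compound. Reaction started with 40 uM arachidonic acid, 30 min at room temperature. Hydroperoxide measured by Fe-xylenol orange, 573/405 nm absorbance ratio.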
mIDH1 inhibitor = human IDH1 R132H inhibition. IDH1-R132H enzyme, NADPH consumption, diaphorase/resazurin fluorescence. Potency, µM (doses to about 76.6 µM), for the others: at the highest dose activity change, negative = inhibition, most hits filed as inhibitors. hit rate 0.093% among 390,000. AID 602179; further: on the % scale 0 is the no-effect control and ±100 the full control effect; nearly all actives have a fitted effect of over 65% in size
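IDH1-R132H (0.5 ug/mL dispensed) in pH 7.5 Tris buffer was preincubated 30 min with compound, then given a substrate mix of 0.016 mM NADPH and 2 mM alpha-KG for 80 min at room temperature; remaining NADPH was read by diaphorase/resazurin fluorescence.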
Vif-A3F inh = inhibitors of Vif-A3F interaction; AID 602313; Potency, µM (highest dose often 46.1 µM), for the others: top-dose activity, negative = active; HeLa A3F-eYFP + Vif (tagged APOBEC3F with the HIV-1 protein that degrades it), YFP fluorescence increase; hit rate 0.2% among 390,000; further: % of control where 0% means no effect; nearly all actives have a fitted effect of over 65% in size
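HeLa cells stably expressing Vif plus C-terminally eYFP-tagged A3F were seeded, incubated overnight at 37 deg C, dosed with compound, incubated overnight again at 37 deg C. Yellow fluorescence (Ex 488/Em 500-530) reported blocked Vif-mediated A3F-eYFP degradation.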
Numbers without * were called inactive; ? = inconclusive; . = no result given; & = joins results of further samples; [ ] = another dose, or the depositor's remark. The call rests on the fitted dose curve; in most records, active means well fitted curve in the direction sought with a large enough effect; inconclusive means small, poorly fitted or top-dose-only effect, or another doubt; inactive means no such curve, though single readings can be large; an effect the other way counts as inactive or inconclusive. Potency means the concentration at half of the fitted maximal effect. Not all compounds are listed; count on the stated rates, not on these rows.

Structure	RXFP1 ag	RGS4 inh	Vif-A3G inh	TrxR1 substrate	TrxR1 inh	USP1 inh	12-LOX inh	mIDH1 inhibitor	Vif-A3F inh
c1ccc(CSc2nnc(-c3ccccc3)c(-c3ccccc3)n2)cc1	.	32.8%	-2.5%	-4.7%	17.3%	2.0%	-100.7%	4.9%	0.0%
CC1Cc2cc(S(=O)(=O)NCc3ccccc3)ccc2N1C(=O)C1CC1 (stereo not given)	0.9%	-8.4%	3.6%	2.9%	19.5%	-13.3%	-5.6%	-6.7%	5.2%
CCC(=O)N1CCc2cc(S(=O)(=O)CCC(=O)NCc3ccco3)ccc21	0.0%	18.5%	-48.0%	-3.3%	-1.5%	-11.8%	13.8%	-1.5%	-9.2%
Cc1ccc(Cn2cccc(NC(=O)CCC3CCCC3)c2=O)cc1	-1.9%	-14.3%	-0.1%	1.0%	9.6%	-9.4%	?	-4.3%	-1.0%
CC1=C(C#N)CCC(=O)N1Cc1c(C)cc(C)cc1C	0.3%	-1.9%	-5.5%	6.4%[57.1 µM]	3.2%[57.1 µM]	5.8%	0.0%	2.9%	-8.5%
O=C(c1cc(-c2ccccn2)nc2ccc(Cl)cc12)N1CCN(CCc2ccccc2)CC1	0.3%	-23.7%	0.8%	4.3%	1.3%[57.1 µM]	-17.0%	-3.9%	-0.7%	-23.6%
CS(=O)(=O)N(CC(=O)NCc1ccccc1)Cc1ccc(Cl)cc1	-0.2%	26.9%	1.0%	5.0%	18.1%	-1.1%	-18.2%	6.9%	-11.3%
CCOc1ccc(C(=O)/C=C/c2cc(OC)c(OC)c(OC)c2)cc1	2.8%	-13.6%	-24.6%	-3.5%[57.1 µM]	9.0%[57.1 µM]	-16.0%	-3.1%	2.2%	4.5%
Nc1ccccc1C(=O)N1O[C@@H]2C=C[C@H]1C2	.	?	0.3%	18.7%	?	-21.1%	-40.9%	14.2%	-27.9%
COc1ccc2oc(C(=O)OCC(=O)NCC3CCCO3)c(C)c2c1 (stereo not given)	3.0%	3.3%	-1.7%	71.1%[activator]	-23.6%	1.4%	?	1.8%	-14.2%
COC(=O)C[C@H]1c2ccccc2S(=O)(=O)N1C(C)C	.	12.9%	0.9%&1.0%	-0.8%&5.3%	6.3%&6.9%	1.5%	21.1%	-2.5%	-4.6%
CCOC(=O)c1c(-c2ccc(F)cc2)csc1/N=C/N(C)C	2.4%	0.8%	-3.3%	1.2%[57.1 µM]	-0.7%[57.1 µM]	-10.6%	-3.2%	5.2%	-9.1%
Cc1ccc(C(=Cc2ccc([N+](=O)[O-])cc2)C(=O)O)cc1	.	.	0.2%	.	.	-15.4%	5.4%	-0.7%	-0.2%
COc1ccc(S(=O)(=O)N2CCCOC2CNC(=O)C(=O)NCCCn2ccnc2)cc1 (stereo not given)	0.1%	-15.9%	-9.8%	-3.0%	-3.4%	-22.0%	4.2%	2.1%	-29.4%
COc1ccc(CNC2CCCc3ccccc32)c(OC)c1 (stereo not given)	0.3%	-3.1%	-0.5%	9.7%	35.9%	-15.3%	?	-3.1%	1.1%
COc1cc(/C=C/C(=O)OC(C)C(=O)Nc2c(C)n(C)n(-c3ccccc3)c2=O)ccc1O (stereo not given)	-0.1%	7.6%	-1.1%	11.9%	9.3%	-17.3%	17.4%	2.9%	-9.6%
C/C(N)=N\S(=O)(=O)c1ccc(Cl)cc1	0.4%	-12.0%	-3.4%	12.5%[57.1 µM]	16.9%[57.1 µM]	-7.7%	?	4.0%	-8.1%
O=C(Nc1cccc(C(F)(F)F)c1)c1cc(-c2ccc3c(c2)OCCO3)on1	14.6%	-0.4%	3.0%	4.1%	17.6%	-29.4%	-20.2%	-3.6%	-1.5%
CCCNC(=O)c1csc2c1CCCCC2	2.8%	-13.8%	-5.0%	-0.3%[57.1 µM]	7.9%[57.1 µM]	-12.3%	0.0%	9.1%	2.5%
O=S(=O)(ON(c1ccccc1)S(=O)(=O)c1ccccc1)c1ccccc1	2.9%	-2.0%	1.9%	5.9%[0.457 µM]	2.2%	3.9%	8.4%	8.4%	-15.9%
COc1ccc(NC(=O)Nc2cccc(NC(C)=O)c2)c(OC)c1	-0.6%	-5.6%	-3.2%	5.6%[57.1 µM]	14.7%[57.1 µM]	-21.8%	-9.3%	6.9%	-13.6%
CN(C)S(=O)(=O)c1cccc(-c2nn(-c3ccccc3)cc2/C=C2\SC(=S)NC2=O)c1	2.0%	?	-10.0%	-11.7%	-26.5%	?	?	?	0.4%
Cc1ccc(NC(=O)COc2cccc3c2OC(C)(C)C3)c(O)c1	1.4%	-2.1%	2.0%	0.2%	-4.0%	-15.1%	0.7%	2.3%	6.5%
CC(C)(C)c1ccc(C(=O)NC(=S)Nc2nc3c(s2)CCCC3)cc1	0.2%	15.8%	-3.4%	-4.3%	20.9%	-22.6%	44.7µM*	-14.5%	0.2%
CSc1nnc(C)c(=O)n1COC(=O)c1ccc([N+](=O)[O-])cc1	3.8%	11.4%	1.1%	4.2%	-17.1%	-11.3%	0.0%	2.7%	-15.1%
CCC(C)Nc1nc(OC(C(F)(F)F)C(F)(F)F)nc(OC(C(F)(F)F)C(F)(F)F)n1 (stereo not given)	-0.1%	10.8%[11.4 µM]	2.3%	-7.3%	14.2%	-11.3%	-33.8%	-1.8%	10.6%
Oc1ccc(Br)cc1Cn1nnc2ccccc21	2.0%	14.1%	-7.2%	-0.5%	4.2%	-8.5%	?	-3.0%	-23.8%
COc1ccc(CN(C)CC(=O)NC(C)c2ccccc2)c(OC)c1 (stereo not given)	-2.2%	?	0.8%	8.9%	10.3%[57.1 µM]	-6.2%	11.0%	3.3%	-25.8%
COc1cc(CCC(=O)NCc2ccc3c(c2)CCN3C(=O)c2ccc(F)cc2)cc(OC)c1OC	3.4%	-1.4%	2.6%	2.4%[57.1 µM]	7.2%[57.1 µM]	-13.7%	-6.8%	6.9%	-4.0%
CCOC(=O)c1ccccc1OCc1cc(/C=N/n2cnnc2)ccc1OC	0.7%	-4.1%	?	-3.0%	13.9%	-15.5%	-13.4%	-5.0%	-9.5%
CN(Cc1ccccc1)S(=O)(=O)c1ccc(NC(=O)C2CCCCC2C(=O)O)cc1 (stereo not given)	.	-21.0%	-5.9%	-4.8%	-11.0%	2.7%	319.2%[activator]	1.2%	-17.5%
O=C(Nc1ccc(O)c(-c2nc3ccccc3o2)c1)C1(c2ccc([N+](=O)[O-])cc2)CCCC1	-2.0%	-13.9%	0.9%	-7.4%[11.4 µM]	-7.2%[11.4 µM]	-10.2%	-9.8%	7.3%	-7.6%
CC12CCC(=O)N1C(C(=O)Nc1nc(-c3ccccc3Cl)cs1)CS2 (stereo not given)	-0.4%	-17.4%	-4.4%	0.0%	-8.5%	-11.5%	-26.6%	4.1%	-17.5%
N#C/C(=C\c1ccc(N2CCOCC2)o1)C(=O)NCCc1ccccc1	-1.7%	3.6%	2.3%	-21.6%	?	?	?	0.1%	22.4µM*
Cc1cc(C)c2c(=O)[nH]c(SCC(=O)c3ccc(F)c(C)c3)nc2n1	-0.9%	5.6%	-0.2%	3.3%[57.1 µM]	6.4%[57.1 µM]	-19.6%	-12.5%	-13.9%	13.6%
Cc1nn(C(=O)CN2C(=O)c3ccccc3C2=O)c(C)c1Br	0.6%	-19.4%	2.8%	-2.1%	0.4%	-5.9%	281.4%[activator]	1.9%	7.7%
CC(=O)Nc1ccc(S(=O)(=O)NCc2ccc3[nH]c(C)cc3c2)cc1	-0.9%	3.3%	0.7%	11.5%[57.1 µM]	23.0%[57.1 µM]	-12.0%	26.1%	-7.3%	-0.8%
CCOc1cc(C(=O)N2CC(=O)Nc3ccc(C)cc3C2c2ccccc2)cc(OCC)c1OCC (stereo not given)	3.9%	-11.6%	1.2%	0.8%	3.5%	1.7%	14.7%&-6.2%	12.8%	0.6%
COc1ccc(OCCC(=O)N2CCOCC2)cc1	-0.7%	-5.4%	-0.7%	5.7%[57.1 µM]	22.7%[57.1 µM]	-12.7%	10.1%	1.9%	-7.3%
O=C(Nc1ccc2c(c1)OCO2)C1CCCN1C(=O)Nc1ccccc1F (stereo not given)	0.4%	11.4%	0.3%	4.8%[57.1 µM]	-7.0%[57.1 µM]	-12.9%	21.8%	5.3%	-1.7%
COc1ccc(NC(=O)CSc2nnc(-c3ccoc3C)n2CCc2ccccc2)cc1	-0.2%	4.3%	-0.4%	-8.5%	-4.5%	-15.0%	?	0.7%	6.2%
COc1ccc(-c2cn(Cc3ccc4c(c3)C(=O)c3ccccc3C4=O)nn2)cc1	1.0%	-14.8%	0.8%&0.9%	8.2%[57.1 µM]	14.2%[57.1 µM]	0.1%	-3.6%	4.8%	-1.1%
